From PubChem
Insulin prom inh: TRM-6 insulin promoter activity inhibition; TRM-6 cells (human fetal islet line), insulin promoter-eGFP reporter, imaging; reporter expression induced with tamoxifen; inhibition, % at 2 µM; actives 0.9% (n = 130,000);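 active = inhibition above the mean plus 3 SD, with well images judged a real hit on visual review, cut at about 60% in these data, passing the limit was not always enough; inconclusive = inhibition over the cutoff but images rejected on review; inactive = inhibition not above the cutoff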
sdo1 growth: compounds rescuing growth of sdo1-depleted yeast, bone marrow failure model. z-score at 10 µM. actives 0.21% (n = 140,000). AID 817. S. cerevisiae sdo1-depleted JHY4D growth rescue, OD600 30 h; stronger effect = higher value; pdr5 snq2 efflux-pump mutant strain;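 active = z-score above 3 at both the 24 hr and the 30 hr optical density reads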;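 note: z-score against mean and SD of all compound wells on the same plate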
sdo1 growth Rescue 24 h: also measured in sdo1 growth; calls as there; z-score; S. cerevisiae sdo1-depleted JHY4D growth rescue, OD600; measured here: growth rescue at 24 h;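 0 is the plate mean of compound wells and units are plate SD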
Active calls of the source: *; ? = inconclusive; nt = not tested or not shown; & = joins results of further samples. A portion of the library, so the mix of outcomes need not match the whole.

SMILES	Insulin prom inh	sdo1 growth	sdo1 growth Rescue 24 h
CCOC(=O)N1CCN(C(=O)C2CCN(S(=O)(=O)c3cc(OC)ccc3OC)CC2)CC1	11	nt	nt
COc1ccc(C(=O)n2nc(-c3ccccc3)nc2N)cc1OC	61	0.41	0.48
CC(C)(C)n1nc2c(c1NC(=O)COc1ccc(Cl)cc1)CSC2	-4	0	-0.42
CC(C)c1ccc(C(=O)CSc2n[nH]c(-c3ccncc3)n2)cc1	-100	-3	-1.9
Cc1cc(C(=O)N/N=C/c2ccccc2Br)no1	nt	0.72	0.57
O=C(CSc1ncc(-c2ccccc2)[nH]1)Nc1cccc(O)c1	-31	0.38	0.17
CCOC(=O)c1cc(NC(=O)Nc2ccc(OC)c(OC)c2)c(C)nc1C	50	-0.39	-0.91
CC(C)(C)n1ncc2c(=O)n(CC(=O)c3ccc(Cl)cc3)cnc21	40	-0.8	-0.92
COc1cc(Nc2ccccc2Cl)c([N+](=O)[O-])nc1[N+](=O)[O-]	-29	-0.37	-0.57
CN1CCN(S(=O)(=O)c2ccc3[nH]c(=O)oc3c2)CC1	36	0.07	-1.7
O=C(CCn1nc(-c2ccc(Cl)cc2)ccc1=O)N1CCOCC1	46	1.3	0.86
COc1ccc(N(C(C)=O)S(=O)(=O)c2cccc3cccnc23)cc1	-38	-0.64	-0.73
Cc1ccc2[nH]cc(C(=O)CN3CCN(C)CC3)c2c1	38	-0.09	-0.45
N#C/C=C1/NC(=O)c2ccccc2S1	-70	-0.92	-0.82
COCCNC(=O)c1cc(-c2ccc(OC)c(OC)c2)on1	18	0.05	-0.13
CCOC(=O)C1CCCN(c2oc(-c3ccc(OC)cc3)nc2C#N)C1 (stereo unspecified)	44	nt	nt
CCOc1ccc(S(=O)(=O)NN)cc1	-3	0.21	0.09
Cc1cc(Cl)ccc1OCC(=O)Nc1ccccc1CO	-7	-0.17	-0.5
CCOC(=O)C1=C(CC)Nc2ccccc2N=C1NC(=O)Nc1ccc(Cl)c(Cl)c1	nt	-0.84	-0.24
CC(=O)c1cccc(NC(=S)NC2CCCCC2)c1	-71	-1.3	-0.73
CCOC(=O)c1nnc(-c2cccs2)nc1NC(C)C	-73	-1.5	-0.83
Cc1c(Cl)cccc1NC(=O)Cn1cc(C(F)(F)F)cc(Cl)c1=O	29	nt	nt
O=C(NCCc1ccc2c(c1)OCCO2)c1ccc(F)cc1	nt	0.53	0.14
COCC(=O)NCCc1ccc(S(N)(=O)=O)cc1	-83	0.22	-0.14
CC(=O)N1CCN(c2nc(CC(C)C)c3c(c2C#N)CCC3)CC1	nt	0.29	0.08
The list continues.
SMILES	Insulin prom inh	sdo1 growth	sdo1 growth Rescue 24 h
O=S(=O)(Cc1cc(NCc2ccccc2)nc(-c2ccncc2)n1)c1ccccc1	8	nt	nt
CCOC(=O)N1CCC(NC(=O)Cn2cc3c(n2)CCCCC3)CC1	nt	0.12	-0.32
Cc1cc(C)c2c(c1)cc(C)c1nnc(SCC(=O)Nc3cc(C)on3)n12	nt	-0.23	0.31
O=c1c2c(nc3cc(-c4cccc(Cl)c4)[nH]n13)CCC2	-3	-0.59	-1.6
Cc1ccc(NP(=O)(c2ccc(N(C)C)cc2NC(=O)c2cccs2)N2CCOCC2)cc1 (stereo unspecified)	nt	0.23	0.34
COc1ccc(/C=C2\CCC/C(=C\C=N\N(C)C)C2=O)cc1	-12	nt	nt
CCCOc1ccc(/C(O)=C2/C(=O)C(=O)N(c3cc(C)on3)C2c2ccc(C(=O)OC)cc2)cc1 (stereo unspecified)	33	0.4	0.19
CCCCN(CC)S(=O)(=O)N1CCC(C(=O)NCCCN2CCOCC2)CC1	23	1	1.2
O=C(Nc1ccc(N2CCN(C(=O)c3ccco3)CC2)cc1)c1cccs1	14	-0.44&0.51	-0.4&0.54
CS(=O)(=O)N1Cc2ccccc2CC1C(=O)O (stereo unspecified)	-50	nt	nt
O=C(CN1N=C(c2ccc(Cl)cc2)CCC1=O)NCCN1CCc2ccccc2C1	-81	1.1	0.45
O=C(Nc1c(Cl)cc(Cl)cc1C(=O)NCCN1CCOCC1)c1cccc([N+](=O)[O-])c1	29	nt	nt
COc1ccccc1/C=N/NC(=O)CC(=O)NCc1cccnc1	-3	2	2.5
O=C(Cc1c(F)cccc1Cl)c1ccc(O)cc1O	nt	-2.5	-0.79
COc1cccc(/C=N/NC(N)=S)c1OCc1cccc(Cl)c1	-53	-1.1	0.82
CCOC(=O)N1CCN(c2c(NCCN(C)Cc3ccccc3)c(=O)c2=O)CC1	0	1.5	1.9
O=C(NCc1ccco1)c1nnc(Cc2ccc(Cl)cc2)o1	nt	0.45	0.16
CC(C)Cc1nc2n[nH]c(N)c2c2c1CCCC2	26	-0.72	-0.86
CCC1(CC)C(=O)N(C)C(=O)NC1=Nc1ccccc1	-34	0.73	0.81
Cc1ccc(-c2ccc(CCC(=O)O)n2-c2ccc(O)cc2)cc1	9	0.29	-0.23
CCOC(=O)Cn1c(=O)oc2cc(S(=O)(=O)N3CCCC(C(=O)OCC)C3)ccc21 (stereo unspecified)	nt	1.3	1.8
CCOC(=O)c1c(NC(=O)CSc2nnc(CNc3ccc(F)cc3)o2)sc(C)c1C	nt	-0.83	-0.84
O=C(CN1CCN(c2ncccn2)CC1)Nc1ccccc1C(F)(F)F	5	nt	nt
CCCCn1c(CCC(=O)O)nc2cc(S(=O)(=O)N(C)C)ccc21	61	nt	nt
Cc1ccc(C(=O)N2CCSCC2)cc1	44	0.5	0.34
Additional entries follow:
SMILES	Insulin prom inh	sdo1 growth	sdo1 growth Rescue 24 h
Cc1ccc(O)c(/C=N/NC(=O)c2[nH]ncc2Br)c1	-121	0.09	-0.34
COc1cccc(/C=N/NC(=O)c2ccccc2)c1OS(=O)(=O)c1ccccc1	-33	-0.59	0.11
C/C(=N\NC(=O)c1ccc(CSc2nncn2C)cc1)c1ccc(C#N)cc1	nt	1.5	1.7
C(=N\n1cnnc1)/C1CCCCC1	nt	0.27	0.01
COc1ccc(NC(=O)N2CCN(S(C)(=O)=O)CC2)cc1	5	nt	nt
C/C(=N\N=C(c1ccccc1)c1ccccc1)c1cccs1	nt	-0.78	-0.33
CC(=O)Nc1ccc(C(=O)Cn2nnc3ccccc3c2=O)cc1	nt	0.01	-0.47
CCOc1ccc2c(c1)N(C(=O)CN1C(=O)CCC1=O)C(C)(C)C=C2C	-26	0.24	1.4
Cc1ccc(C)c(NC2=NS(=O)(=O)c3ccccc32)c1	26	0.9	1.1
COC(=O)c1c(NS(=O)(=O)c2ccc(C)cc2)sc2c1CCC(C)C2 (stereo unspecified)	19	0.01	-0.02
COc1ccc(-c2cc(C(=O)N3CCN(C(c4ccccc4)c4ccccc4)CC3)no2)cc1	nt	-0.22	0.17
CCCCOc1ccc(/C=C/C(=O)OCC(=O)N2CC(=O)Nc3ccccc32)cc1OCC	22	0.1	-0.43
CCOc1ccccc1NC(=O)CSc1nnc(-c2cnccn2)n1C	-36	0.15	0.06
Cc1ccc(Nc2ncnc3sc(C)c(C)c23)cc1C	43	-1.4	-1.4
Cc1ccccc1OCC(=O)NCC1CCCO1 (stereo unspecified)	-17	1.9	1.8
Cc1cc(C)n2c(SCC(C)C)nnc2n1	62	nt	nt
Cc1ccc(CNC(=O)CCCn2c(=O)[nH]c3ccccc3c2=O)cc1	nt	8.9*	6*
CCOC(=O)C1=C(c2ccccc2)O/C(=C(\C(=O)OC)C(F)(F)F)S1	38	1.1	1.9
O=C(OCC(=O)N1CCN(C(=O)c2ccco2)CC1)c1cc(-c2cccc(Br)c2)nc2ccccc12	-7	-2.4	-1.1
N/C(=N\OC(=O)c1cccc([N+](=O)[O-])c1)c1cccnc1	-13	0.63	0.28
COc1ccc(-c2cc(-c3ccc(OC)cc3)nc(-c3ccc4c(c3)NC(=O)CO4)c2)cc1	-11	-1.3	-0.92
CC(C)(C)NC(=S)NC(=O)C12CC3CCC(CC(C3)C1)C2	nt	-1.4	-0.82
O=c1[nH]c(CN2CCN(C/C=C/c3ccccc3)CC2)nc2ccccc12	-15	-0.17	-0.36
NC(=O)N/N=C/c1c(F)cccc1F	0	0.78	1.1
CC(=O)N1CCC(N(CCN2CCOCC2)C(=S)Nc2cc(C)ccc2C)CC1	11	1	1
Additional records
SMILES	Insulin prom inh	sdo1 growth	sdo1 growth Rescue 24 h
COc1ccc(OC)c(N(CC(=O)Nc2ccc(NC(C)=O)cc2)S(C)(=O)=O)c1	21	-0.11	-0.48
Cc1ccccc1NC(=O)c1cc(C(=O)c2cc(Cl)ccc2O)cn(-c2ccccc2C)c1=O	-5	0.77	2.5
Cc1cc(SCC(=O)c2ccccc2)nc(C)n1	nt	-0.83	-1.3
COc1cc(NS(=O)(=O)c2cc(C(=O)N3CCN(C(C)=O)CC3)ccc2OC)cc(OC)c1	20	nt	nt
CC1(C)Cc2c(C#N)c(SCC(=O)c3ccccc3)nc(N3CCOCC3)c2CS1	72	-1.1	-1.1
Cc1cccc2c(C(=O)n3cccn3)cc(-c3ccccc3Cl)nc12	nt	0.08	0.9
COc1ccc(NC(=O)CC2C(=O)N(c3ccc(Cl)cc3)C(=S)N2NC(=O)c2cccc(F)c2)cc1 (stereo unspecified)	-59	1.7	1.9
O=C(Cc1ccc(S(=O)(=O)N2CCOCC2)s1)Nc1nc2c(s1)CCCC2	15	-1	0.12
O=C(CCN1C(=O)c2ccccc2S1(=O)=O)Nc1cccc2ccccc12	-29	nt	nt
Cc1onc(-c2ccccc2)c1C(=O)N1CCOCC1	-90	0.67	1.2
COc1cccc2c(=O)cc(C)n(CC(=O)Nc3cccc(C)c3)c12	?	-0.28	-0.36
O=c1cnnc(NCc2ccccc2)[nH]1	-6	0.34	0.22
N#Cc1ccccc1CN1C(=O)S/C(=C/c2cccn2-c2cccc(C(=O)O)c2)C1=O	29	-0.12	-0.91
CC(=O)C1=C(O)C(=O)N(CCC(=O)O)C1c1ccccc1Cl (stereo unspecified)	nt	1	1.1
O=C(O)c1ccccc1C(=O)NNc1ccc(F)cc1F	-38	nt	nt
O=C(Nc1ccc(-c2nc3ccccc3[nH]2)cc1)C1CCCO1 (stereo unspecified)	-36	-0.04	0.04
CCOC(=O)c1c(C)[nH]c(C(=O)OC/C(O)=C(\C#N)c2nc3ccccc3[nH]2)c1C	-79	1.2	2.5
Cc1ccc(S(=O)(=O)NCCC(=O)Nc2nnc(C)s2)cc1	-43	0.86	0.59
O=C(c1ccco1)N1CCN(C(=O)c2ccc(Cn3cc(Br)cn3)o2)CC1	0	0.13	0.01
CC1(C)CC(=O)C/C(=N\NC(=O)C2CC23CCC3)C1 (stereo unspecified)	21	nt	nt
O=S(=O)(Nc1ccc(Cl)cc1)c1ccc(N2CCOCC2)c(NC(=S)NCCN2CCOCC2)c1	-64	nt	nt
O=C(Nc1ccc(Cl)cc1)C1CC=CCC1C(=O)OCC(F)(F)C(F)F (stereo unspecified)	-178	0.38	-0.53
Cc1cc(C)nc(NC(=S)Nc2ccc(F)cc2F)c1	-79	nt	nt
CC1CCN(c2c(NCc3ccc(C(=O)N4CCN(C5CCCCC5)CC4)cc3)c(=O)c2=O)CC1	-7	1.5	0.64
O=C(CN1C(=O)c2ccccc2S1(=O)=O)c1ccccc1	0	1.7	2.1

Filtered by structure, the compounds so far with two or more sulfur atoms
SMILES	Insulin prom inh	sdo1 growth	sdo1 growth Rescue 24 h
CCOC(=O)c1c(NC(=O)CSc2nnc(CNc3ccc(F)cc3)o2)sc(C)c1C	nt	-0.83	-0.84
COC(=O)c1c(NS(=O)(=O)c2ccc(C)cc2)sc2c1CCC(C)C2 (stereo unspecified)	19	0.01	-0.02
CC1(C)Cc2c(C#N)c(SCC(=O)c3ccccc3)nc(N3CCOCC3)c2CS1	72	-1.1	-1.1
O=C(Cc1ccc(S(=O)(=O)N2CCOCC2)s1)Nc1nc2c(s1)CCCC2	15	-1	0.12
Cc1ccc(S(=O)(=O)NCCC(=O)Nc2nnc(C)s2)cc1	-43	0.86	0.59
O=S(=O)(Nc1ccc(Cl)cc1)c1ccc(N2CCOCC2)c(NC(=S)NCCN2CCOCC2)c1	-64	nt	nt

Part of the list above, limited to Insulin prom inh.
| SMILES | Insulin prom inh |
| --- | --- |
| O=C(Nc1ccc(Cl)cc1)C1CC=CCC1C(=O)OCC(F)(F)C(F)F (stereo unspecified) | -178 |
| Cc1cc(C)nc(NC(=S)Nc2ccc(F)cc2F)c1 | -79 |

Remaining list, next part:
SMILES	Insulin prom inh	sdo1 growth	sdo1 growth Rescue 24 h
CCCn1c(/N=C/c2ccccc2O)nc2ccccc21	-78	0.41	0.27
COc1cc(/C=N/n2cnnc2)ccc1Oc1nc(Cl)ncc1F	18	nt	nt
COc1ccc(CN(Cc2ccc(C(=O)O)cc2)C(=S)Nc2ccccc2C)cc1OC	7	nt	nt
COC(=O)c1cc2sc(Cl)cc2n1CC(=O)Nc1cccc(SC)c1	nt	-2.6	-1.6
O=c1[nH]c(CN2CCN(S(=O)(=O)c3ccccc3C(F)(F)F)CC2)nc2sc3c(c12)CCCC3	3	-0.95	-0.42
c1ccc(Nc2nc(-c3ccncc3)cs2)cc1	24	-1.7	-0.38
O=S(=O)(N=S(N1CCCCC1)N1CCCCC1)c1ccccc1	nt	-0.83	-0.38
C(=N/N1CCN(c2ccccc2)CC1)/c1cccs1	-65	0.11	-0.07
Fc1cccc(NC(=S)NCC(c2cccnc2)N2CCOCC2)c1 (stereo unspecified)	nt	-0.07	-0.21
CN(C)c1nc(SCc2ccc(Cl)cc2)nc2c1CCCC2	-3	-1.9	-0.91
CCc1ccc(N(CC)c2ncnc3nc[nH]c23)cc1	57	-0.42	-0.14
Cc1ccc(OCc2nnc(SCC(=O)Nc3sc(C)c(C)c3C#N)n2C)cc1	nt	1.4	6
